TRb SRC2 PPI: disrupts binding of human TR beta to SRC2; Potency, µM (doses to about 106 µM), for inactives: top-dose activity change, negative = inhibition, actives largely listed as inhibitors; 280,000 compounds, 0.065% hits; TRbeta-SRC2 peptide binding, fluorescence polarization; receptor liganded with 1 µM T3; AID 1469;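 further: plate controls were bound peptide for no effect and peptide without receptor for full effect; nearly all actives have a fitted effect of over 50% in size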
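TRb LBD 0.6 uM + Texas Red SRC2 peptide 20 nM, 1 uM T3, Tris buffer w/ 5% DMSO; compound pinned, 5 h RT; FP read ex 555/em 632; normalized to unbound and bound controls.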
Lamin A splicing: changes lamin A minigene splicing in HeLa cells; HeLa LMNA splicing GFP/RFP minigene ratio, 48 h; Potency, µM (top dose mostly 46.1 µM), without a hit: top-dose ratio change, negative = inhibition, hits mostly inhibitors; 200,000 compounds, 0.01% hits; AID 1487; active means well fitted inhibition curve with a large enough effect in the signal ratio, with a control signal flat, not every such curve was filed as active; inconclusive means small, poorly fitted or top-dose-only effect, or effect the other way, or a change in a side signal; the % refers to the signal ratio; further: on the % scale 0 is the no-effect control and ±100 the full control effect
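S3 HeLa stable clones carrying a lamin A-EGFP splicing minigene plus DsRed2 were seeded at 600 cells/well in Opti-MEM with 2% FBS, pin-dosed and incubated 48 h at 37°C. Acumen cytometry (488 nm) gave the GFP/RFP total-intensity ratio.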
ALDH1A1 inh: inhibitors of human aldehyde dehydrogenase 1A1; P00352; Purified ALDH1A1, NADH fluorescence, propionaldehyde substrate; 220,000 compounds, 7.3% hits; Potency, µM (series often up to 75.3 µM), for inactives: top-dose activity, negative = inhibition, actives largely listed as inhibitors; active means well fitted inhibition curve with a large enough effect, not every such curve was filed as active; inconclusive means small, poorly fitted or top-dose-only effect, or another doubt; inactive means no such curve, though single readings can be large or run the other way;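 further: plate controls were no enzyme wells and a reference inhibitor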
Target sequence (P00352 whole entry, looked up): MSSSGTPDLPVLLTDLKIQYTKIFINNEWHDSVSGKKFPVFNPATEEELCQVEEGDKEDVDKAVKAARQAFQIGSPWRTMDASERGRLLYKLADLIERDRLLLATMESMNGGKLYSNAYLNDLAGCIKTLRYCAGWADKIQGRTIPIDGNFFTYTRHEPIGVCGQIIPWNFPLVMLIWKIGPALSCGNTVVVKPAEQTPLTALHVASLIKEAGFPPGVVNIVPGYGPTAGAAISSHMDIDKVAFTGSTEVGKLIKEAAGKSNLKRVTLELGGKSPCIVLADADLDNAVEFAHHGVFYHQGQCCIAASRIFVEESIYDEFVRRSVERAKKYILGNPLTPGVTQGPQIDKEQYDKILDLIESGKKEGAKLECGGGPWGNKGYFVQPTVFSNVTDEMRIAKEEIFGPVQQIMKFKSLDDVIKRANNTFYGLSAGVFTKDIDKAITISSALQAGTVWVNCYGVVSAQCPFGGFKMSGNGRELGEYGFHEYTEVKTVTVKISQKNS
GoLoco inh red: RGS12 GoLoco-Gai1 interaction inhibition; P63096; Gai1:RGS12 GoLoco peptide FP, rhodamine, 10 min; Potency, µM (highest dose often 61.6 µM), for the others: at the top dose activity, negative = inhibition, actives largely listed as inhibitors; 230,000 compounds, 0.44% hits; AID 880; active means well fitted inhibition curve with a large enough effect, not every such curve was filed as active; inactive means no such curve, though single readings can be large or run the other way; further: on the % scale 0 is the no-effect control and ±100 the full control effect; nearly all actives have a fitted effect of over 30% in size; many of its hits are not listed in these tables
Target sequence (P63096 whole entry, looked up): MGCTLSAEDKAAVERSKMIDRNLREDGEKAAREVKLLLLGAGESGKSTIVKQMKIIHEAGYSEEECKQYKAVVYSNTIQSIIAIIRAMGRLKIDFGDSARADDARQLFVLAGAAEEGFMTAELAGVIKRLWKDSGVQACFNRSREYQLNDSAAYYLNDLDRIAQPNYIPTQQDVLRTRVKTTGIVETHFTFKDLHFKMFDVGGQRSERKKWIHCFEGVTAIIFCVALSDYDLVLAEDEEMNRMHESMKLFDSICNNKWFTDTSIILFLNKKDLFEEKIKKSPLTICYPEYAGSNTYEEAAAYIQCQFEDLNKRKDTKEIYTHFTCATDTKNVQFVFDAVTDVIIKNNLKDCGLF
RECQ1 helicase: inhibitors of human RECQ1 DNA helicase | P46063 | RECQ1 DNA unwinding, red fluorescence kinetic read | Potency, µM (titrated, usually from 57.3 µM), without a hit: top-dose activity, negative = inhibition, usual class: inhibitors | 240,000 compounds, 0.54% hits;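 further: plate controls were vehicle for no effect and no enzyme for full effect; nearly all actives have a fitted effect of over 30% in size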
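RECQ1T1 50 nM; forked duplex (20 bp + 30-nt ss tails) 200 nM, ATP 2 mM final; pH 8.0, 2 mM MgCl2, 2.5 ug/ml poly(dI-dC); 15 min compound preincubation; discontinuous kinetic read over 2 h at RT.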
TR SRC2 fluor cs: counter-screen for TRb-SRC2 inhibitors: fluorescence interference | TRb/SRC2 Texas Red total fluorescence interference | Potency, µM (doses to about 106 µM), for the others: at the highest dose fluorescence change, negative = quenching | 280,000 compounds, 0.29% hits | AID 1479; active means well fitted curve in either direction with a large enough effect; inconclusive means small, poorly fitted or top-dose-only effect; further: on the % scale 0 is the no-effect control and ±100 the full control effect
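Human TRβ ligand-binding domain (0.6 uM) and Texas Red SRC2 peptide (20 nM) in Tris buffer with 1 uM T3 and 5% DMSO were incubated with pinned compound for 5 hr at ambient temperature. Total fluorescence was computed as S + 2P (555/632 nm).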
JMJD2E inh: JMJD2E (human) inhibition; JMJD2E catalytic domain, FDH-coupled NADH fluorescence (FDH is formaldehyde dehydrogenase); Potency, µM (doses to about 57.1 µM), without a hit: at the highest dose activity change, negative = inhibition, actives largely listed as inhibitors; 230,000 compounds, 1.6% hits; active means well fitted inhibition curve with a large enough effect, not every such curve was filed as active; inconclusive means small, poorly fitted or top-dose-only effect, or another doubt; inactive means no such curve, though single readings can be large or run the other way;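 further: 0% = wells with enzyme and -100% = buffer wells without enzyme; nearly all actives have a fitted effect of over 50% in size; many of its hits are not listed in these tables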
SMN2 splice up: increases expression of the SMN2 splice variant; 210,000 compounds, 2.8% hits; HEK293 SMN2-luciferase splicing reporter, luminescence, 30-36 h; Potency, µM (top dose mostly 46.1 µM), without a hit: at the highest dose activity change, positive = activation, usual class: activators; further: % of control where 0% means no effect; nearly all actives have a fitted effect of over 55% in size
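qHTS luciferase splicing reporter: luminescence rises when SMN2 exon 7 is included in transfected HEK293 cells. Compound exposure lasted 30-36 h at 37C, with 4.5 mM final sodium butyrate as control, followed by a ONE-Glo read.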
* = called active by the depositor; i = inactive; ? = inconclusive; nt = not tested or not shown; & = joins results of further samples; ! = not confirmed by another sample; [ ] = another dose, or the depositor's remark. Unless noted, the call rests on the fitted dose curve; in most records, active means well fitted curve in the direction sought with a large enough effect; inconclusive means small, poorly fitted or top-dose-only effect, or another doubt; inactive means no such curve, though single readings can be large; an effect the other way counts as inactive or inconclusive. Potency means the concentration at half of the fitted maximal effect.

SMILES	TRb SRC2 PPI	Lamin A splicing	ALDH1A1 inh	GoLoco inh red	RECQ1 helicase	TR SRC2 fluor cs	JMJD2E inh	SMN2 splice up
COc1ccc(C(=O)c2ccccc2)c(O)c1	5.6%	?	31.6µM*!	-9.3%	-1.8%	-0.8%	8.9%	-18.4%
CCC1OC(=O)C[C@H](O)C(C)[C@@H](O[C@@H]2OC(C)C(O)C(N(C)C)C2O)C(CCN2CC(C)CC(C)C2)CC(C)C(=O)/C=C/C(C)=C\[C@@H]1COC1OC(C)C(O)C(OC)C1OC (stereo partly drawn)	5.2%	?	7.0%	2.5%	i	-2.7%	?	-11.9%
CCCC(=O)O[C@]1(C(=O)CCl)[C@@H](C)C[C@H]2[C@@H]3CCC4=CC(=O)C=C[C@]4(C)[C@@]3(F)C(=O)C[C@@]21C	4.0%	?	3.5%	-13.9%	-1.6%	1.0%	-4.8%	-62.9%[inhibitor]
Cc1cc(Cn2cnc3c2C[C@@H](C(=O)O)N(C(=O)C(c2ccccc2)c2ccccc2)C3)ccc1N(C)C	-1.0%	nt	?	5.7%	i	-3.3%	?	nt
CC1CCC2(C(=O)O)CCC3(C)C(=CCC4C3(C)CCC3[C@@]4(C)CC(O)C(O)[C@@]3(C)CO)C2C1C (stereo partly drawn)	-5.6%	?	6.3%	2.5%	i	-6.7%	-5.8%	-15.0%
CCCOc1ccc2nc(NC(=O)OC)[nH]c2c1	-5.7%&1.8%	?	7.5%&5.1%	7.1%&-13.5%	-5.0%&12.7%	-7.0%&-1.5%	-2.2%&5.9%	-28.8%&0.1%
Cc1scc2c1N(C(=O)CN1CCN(C)CC1)c1ccccc1NC2=O	3.0%	?	-14.4%	-9.1%	11.1%	-14.4%	7.8%	9.4%
Cc1onc(-c2ccccc2Cl)c1C(=O)N[C@H]1C(=O)N2[C@H]1SC(C)(C)[C@H]2C(=O)O	-6.8%[53 µM]	?	0.3%[20.9 µM]	7.3%[21.6 µM]	-4.2%[25.9 µM]	-2.9%[53 µM]	-3.5%[25.5 µM]	-10.1%[20.6 µM]
CCN(CC)CC1CCCCN1CC(=O)N1c2ccccc2C(=O)Nc2cccnc21 (stereo not drawn)	2.4%&1.6%	nt	-2.4%	28.9%&8.0%	-3.4%&-0.9%	0.2%&-2.6%	-1.5%	-0.2%
N=c1nc(N2CCCCC2)cc(N)n1O	-2.5%	?	-4.7%	-3.7%	-4.6%	-0.5%	-6.5%	-39.0%[inhibitor]
O=C1NC(=S)S/C1=C\C=C\c1ccc([N+](=O)[O-])o1	0.2%	nt	nt	-11.8%	12.6µM*	?	20µM*	nt
CN[C@@H]1[C@H](O)[C@H](NC)[C@H]2O[C@@]3(O)C(=O)C[C@@H](C)O[C@H]3O[C@@H]2[C@H]1O	2.0%&8.3%	nt	6.4%&1.7%	-0.1%&7.6%	-0.9%	-1.4%&-1.2%	-6.2%&3.5%	6.4%
COc1ccc(-c2oc3c(CC=C(C)C)c(O[C@@H]4O[C@H](CO)[C@@H](O)[C@H](O)[C@H]4O)cc(O)c3c(=O)c2O[C@@H]2O[C@@H](C)[C@H](O)[C@@H](O)[C@H]2O)cc1	0.3%	nt	nt	12.7%	-9.4%	-1.3%	-20.1%	nt
CCCOc1ccc(C(=O)OCCN(CC)CC)cc1N	0.9%[53 µM]	5.5%	3.3%[20.9 µM]	-2.2%[21.6 µM]	-5.6%[25.9 µM]	-0.5%[53 µM]	-4.9%[25.5 µM]	0.6%[20.6 µM]
O=C(O)Cc1cn(-c2ccccc2)nc1-c1ccc(Cl)cc1	1.9%&1.6%	-3.6%[46 µM]	-7.2%	-5.2%	-1.0%	0.1%&-0.6%	?	16.0%
CC(Cc1cccc(C(F)(F)F)c1)NCCOC(=O)c1ccccc1 (stereo not drawn)	3.8%	nt	-2.7%	2.0%	-16.4%	0.8%	-5.2%	-5.6%
COC(=O)c1ccccc1O	5.1%[201 µM]	?	-0.8%	1.7%&3.2%	-1.0%	-0.6%[201 µM]	nt	2.0%
CCN(CC)CCOc1ccc(Cc2ccccc2)cc1	-2.1%&-2.1%	nt	-1.3%&11.4%	-6.6%&7.0%	3.9%	-3.5%&-0.5%	-8.7%	-13.2%
C=CCCCCCCCCC(=O)OC	1.7%	?	nt	3.2%	nt	-0.6%	nt	nt
CCN(CCCCOC(=O)c1ccc(OC)c(OC)c1)C(C)Cc1ccc(OC)cc1 (stereo not drawn)	-6.7%&4.7%	?	6.3%&-8.2%	4.7%&0.5%	11.7%&15.5%	0.7%&-0.5%	-3.5%&-1.2%	-29.1%&-15.2%

Filtered by structure: the compounds so far with a carbonyl joined to an NH by a bond outside any ring
SMILES	TRb SRC2 PPI	Lamin A splicing	ALDH1A1 inh	GoLoco inh red	RECQ1 helicase	TR SRC2 fluor cs	JMJD2E inh	SMN2 splice up
CCCOc1ccc2nc(NC(=O)OC)[nH]c2c1	-5.7%&1.8%	?	7.5%&5.1%	7.1%&-13.5%	-5.0%&12.7%	-7.0%&-1.5%	-2.2%&5.9%	-28.8%&0.1%
Cc1onc(-c2ccccc2Cl)c1C(=O)N[C@H]1C(=O)N2[C@H]1SC(C)(C)[C@H]2C(=O)O	-6.8%[53 µM]	?	0.3%[20.9 µM]	7.3%[21.6 µM]	-4.2%[25.9 µM]	-2.9%[53 µM]	-3.5%[25.5 µM]	-10.1%[20.6 µM]

(cont.)
SMILES	TRb SRC2 PPI	Lamin A splicing	ALDH1A1 inh	GoLoco inh red	RECQ1 helicase	TR SRC2 fluor cs	JMJD2E inh	SMN2 splice up
O=C(O)c1cc(=O)c2ccccc2o1	2.3%	nt	-6.6%	3.2%	i	-3.2%	?	2.7%
COc1ccc(-c2cc(C(F)F)nn2-c2ccc(S(N)(=O)=O)cc2)cc1F	-10.6%	-21.7%	17.1%	1.5%	i	-0.8%	4.2%	1.5%
CC(C)NNC(=O)c1ccncc1	-1.3%	?	3.4%	16.1%	20.1%	-24.7%	-1.5%	-14.4%
CC1(C)[C@@H](O[C@H]2O[C@H](C(=O)O)[C@@H](O)[C@H](O)[C@H]2O[C@@H]2O[C@H](C(=O)O)[C@@H](O)[C@H](O)[C@H]2O)CC[C@]2(C)[C@H]3C(=O)C=C4[C@@H]5C[C@@](C)(C(=O)O)CC[C@]5(C)CC[C@@]4(C)[C@]3(C)CC[C@@H]12	-4.2%	nt	6.0%	-4.3%	10.7%	-2.3%	nt	nt
COc1cc(C=O)ccc1O	-3.9%	nt	25.1µM*	0.9%&-16.3%	-7.4%&-13.4%	0.9%	3.4%	2.0%
CCc1cccc(CC)c1NC(=O)CN(CC(=O)O)CC(=O)O	-4.8%[53 µM]	?	5.1%[20.9 µM]	4.1%[21.6 µM]	-0.7%[25.9 µM]	-2.3%[53 µM]	18.5%[25.5 µM]	-6.4%[20.6 µM]
O=C(c1ccccn1)N(Cc1cccs1)C1(C(=O)NC2CCCCC2)CCCCC1	-1.2%	?	7.6%	-10.5%	-14.8%	1.1%	0.5%	-8.2%
CCCCCCCCCCCCCCCC(O)C(N)CO (stereo not drawn)	-8.6%	8.2%	-5.6%	-2.8%	-9.5%	-2.2%	?	-0.1%
C[C@@H]1CC[C@]2(C(=O)O)CC[C@]3(C)C(=CCC4[C@@]5(C)C[C@@H](O)[C@H](O)[C@@](C)(CO)C5CC[C@]43C)C2[C@H]1C (stereo partly drawn)	-6.4%	nt	8.5%	0.2%	8.2%	0.2%	nt	nt
CC[C@@]12CCCN3CCc4c(n(c5ccccc45)[C@](O)(C(=O)OC)C1)[C@H]32	4.7%	-11.5%&-35.7%	0.2%	5.9%	-4.2%	-1.2%	-20.4%	5.2%&2.4%[20.6 µM]
CC(C)(CO)[C@H](O)C(=O)NCCCO	-0.3%[53 µM]	-11.7%	13.6%[20.9 µM]	5.3%[21.6 µM]	2.1%[25.9 µM]	2.6%[53 µM]	2.8%[25.5 µM]	3.9%[20.6 µM]
CN(C)CCCSc1ccccc1NC(=O)/C=C/c1ccccc1	0.8%&-7.9%	4.9%[46 µM]	1.1%	12.2%&6.5%	-0.7%&-9.3%	-2.1%&-0.5%	11.8%	-10.6%
CCc1ccccc1OC[C@@H](O)CN[C@H]1CCCc2ccccc21	-5.1%	nt	-0.5%	7.9%	i	-1.2%	-5.8%	nt
Cc1c(C)n(Cc2ccccc2)c2ccc(C(=O)OCCN(C)C)cc12	-2.0%&2.7%	nt	-9.5%	8.5%	i	-0.2%&-1.5%	5.4%	nt
C/C(=N\NC(=S)NCc1ccccc1)C1CCCCC1	3.6%	?	?	5.8%	-13.0%	1.0%	-7.9%	-6.0%
CN(C)C/C=C(\c1ccc(Br)cc1)c1cccnc1	-2.9%	?	-4.5%[13.5 µM]	4.1%[14.2 µM]	-6.1%	-0.1%	?	-8.0%[9.22 µM]
CCCC(=O)O[C@]1(C(=O)COC(C)=O)CC[C@H]2[C@@H]3C[C@H](F)C4=CC(=O)C=C[C@]4(C)[C@@]3(F)[C@@H](O)C[C@@]21C	-4.2%	?	-5.9%	-15.0%	-11.3%	1.4%	5.6%	-5.1%
COc1cc(N)c(Cl)cc1C(=O)N[C@@H]1CCN(CCCOc2ccc(F)cc2)C[C@@H]1OC	-6.2%	3.3%[46 µM]	nt	14.8%	4.3%	4.1%	-22.9%	nt
CC(=O)Oc1ccc2c(C)cc(=O)oc2c1	-2.3%	-2.4%	?	7.6%	0.2%	0.2%	?	13.9%
Nc1ncnc2c1c(-c1ccc(Oc3ccccc3)cc1)cn2C1CCCC1	1.3%&-5.6%	?	?	2.3%	-16.4%	-2.3%&-2.3%	?	-35.6%[inhibitor]
Cc1cc(=O)oc2cc(O)ccc12	2.5%[53 µM]	?	?	1.2%[21.6 µM]	-0.8%[25.9 µM]	0.5%[53 µM]	?	2.6%[20.6 µM]

Screening data deposited in PubChem BioAssay by National Center for Advancing Translational Sciences (NCATS).

Not all compounds are listed; count on the stated rates, not on these rows.
